Screening results as filed in PubChem.
IkB sig inh = inhibitors of IkB signaling in ABC-DLBCL cells; ABC-DLBCL IkBa-CBG/CBR dual luciferase ratio, 4 h; response scale: scaled: untreated 0%, proteasome inhibitor 100%; Potency, µM (titrated, usually from 57.1 µM), for the others: at the highest dose IkBa stabilization activation; hit rate 0.04% among 110,000; active = well fitted curve in the direction sought with a large enough effect in the signal ratio, not every such curve was filed as active; inconclusive = small, poorly fitted or top-dose-only effect, or a change in a side signal; the % refers to the signal ratio;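 also: the direction sought is a rising ratio; 0% = basal untreated cells and 100% = reference inhibitor full response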
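Luminescence ratio of IκBα-fused green versus native red beetle luciferase in OCI-Ly3 cells, 4 h post-doxycycline with compound; red signal alone, scaled from basal (0%) to zero light (-100%), flagged nonspecific or cytotoxic effects.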
p53ts 32C tox = p53ts cell cytotoxicity, permissive temperature; H1299-p53A138V at 32C, ATP luminescence viability, 24 h; hit rate 0.93% among 130,000; Potency, µM (series often up to 46.1 µM), for inactives: at the top dose activity change, negative = cytotoxicity, most hits filed as cytotoxic;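 also: 0% = DMSO and -100% = full killing by reference compound; nearly all actives have a fitted effect of over 55% in size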
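Viability by ATPlite luminescence after 24 h compound treatment (up to 46 uM) at the permissive 32C. Cells are H1299 carrying p53 A138V. Scale runs from DMSO basal to 100 uM tamoxifen as full kill; AC50 from Hill fits.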
p53ts 39C kill = kills p53ts cells at the nonpermissive temperature. AID 902. H1299-p53A138V viability at 39C, ATP luminescence, 24 h. hit rate 1.5% among 130,000. Potency, µM (series often up to 46.1 µM), inactives show at the top dose activity change, negative = cell killing, actives largely listed as cytotoxic; also: nearly all actives have a fitted effect of over 55% in size
Peg3 imprint = inducers of genomic imprint erasure in mouse ES cells; mouse ES Peg3-LacZ reporter, beta-gal luminescence, 40 h; Potency, µM (series often up to 60.7 µM), for the others: top-dose activity change, positive = activation, hits mostly activators; hit rate 0.02% among 110,000; AID 1948;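 also: 0% = negative control wells on the plate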
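Imprint erasure is scored as LacZ activity from the silenced maternal Peg3 allele in feeder-free female ES cells cultured 40 h with LIF. Luminescence is normalized to in-plate negative controls and fitted to the Hill equation.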
* marks the source's active call; other numbers are inactive results; [ ] = remark or other dose. Unless noted, calls follow the shape of the dose curve; as a rule, active = well fitted curve in the direction sought with a large enough effect; inconclusive = small, poorly fitted or top-dose-only effect, or another doubt; inactive = no such curve, though single readings can be large; an effect the other way counts as inactive or inconclusive. Unless noted, % is scaled to controls: 0 for no effect and ±100 for the full control effect; potency is read from the fitted curve at half-maximal effect.

How did Cc1ccc(Cc2nc3ccccc3nc2SCC(=O)Nc2cccc(C(F)(F)F)c2)cc1 do in these assays?
IkB sig inh: inconclusive; p53ts 32C tox: -15.8%; p53ts 39C kill: -29.2%; Peg3 imprint: -15.6%[10.9 µM]

How did CCN(CC)c1ccc(NC(=O)CSc2nc(C)cc(=O)[nH]2)cc1 do in these assays?
IkB sig inh: -0.5%; p53ts 32C tox: -0.7%; p53ts 39C kill: -9.9%; Peg3 imprint: 12.6%

How did Cc1cccc(-c2noc(Cc3ccc(Cl)cc3)n2)c1 do in these assays?
IkB sig inh: -4.8%; p53ts 32C tox: 1.8%; p53ts 39C kill: 6.6%; Peg3 imprint: -29.4%

What do the screens show for `CCOC(=O)c1c(NC(=O)CSc2nnc(CN3CCOCC3)n2C)sc2c1CCCC2`?
IkB sig inh: -2.5%; p53ts 32C tox: -2.4%; p53ts 39C kill: 15.3%; Peg3 imprint: -9.9%

Results for Cc1nc2cnc(N(C)C)nc2n(-c2ccccc2)c1=O ?
IkB sig inh: 1.8%[11.4 µM]; p53ts 32C tox: 7.0%; p53ts 39C kill: -5.7%; Peg3 imprint: -3.0%

Results for O=C(Nc1ccc(Br)cc1)c1cnccn1 ?
IkB sig inh: 1.4%; p53ts 32C tox: -15.0%; p53ts 39C kill: -13.7%; Peg3 imprint: -53.6%[inhibitor]

Results for O=C(NCC1CCCO1)NC1(C(F)(F)F)Oc2ccccc2O1 (stereo unspecified) ?
IkB sig inh: 1.0%; p53ts 32C tox: -4.1%; p53ts 39C kill: -6.0%; Peg3 imprint: -4.9%

How did O=C(c1ncn[nH]1)N1CCN(c2nc(-c3ccccc3)cs2)CC1 do in these assays?
IkB sig inh: -1.4%; p53ts 32C tox: -17.4%; p53ts 39C kill: -11.8%; Peg3 imprint: -16.4%

Results for c1ccc(N=C(c2cccs2)N2CCOCC2)cc1 ?
p53ts 32C tox: 3.3%; p53ts 39C kill: 4.1%

How did COc1cccc(NC(=O)C(=O)NCC(c2ccc3c(c2)OCO3)N2CCN(C)CC2)c1 (stereo unspecified) do in these assays?
IkB sig inh: inconclusive; p53ts 32C tox: 5.7%; p53ts 39C kill: inconclusive; Peg3 imprint: -7.9%[10.9 µM]

How did Cc1ccc(NCc2nnc3n2CCCCC3)cc1Cl do in these assays?
IkB sig inh: -1.1%; p53ts 32C tox: 21.6%; p53ts 39C kill: -5.4%; Peg3 imprint: 15.4%[10.9 µM]

What do the screens show for `Cc1c(C(=O)N2CCCC2)sc(NC(=O)c2ccco2)c1C#N`?
p53ts 32C tox: -0.7%; p53ts 39C kill: 11.4%

Results for Cc1ccc(OCC(=O)NCC2(N3CCN(C)CC3)CCCCC2)cc1C ?
IkB sig inh: 1.3%; p53ts 32C tox: -14.1%; p53ts 39C kill: -4.0%; Peg3 imprint: -14.3%[10.9 µM]

What do the screens show for `CO[C@H]1C=CO[C@]2(C)Oc3c(C)c(O)c4c(O)c(c5c(c4c3C2=O)NC2(CCN(CC(C)C)CC2)N=5)=NC(=O)C(C)=CC=C[C@@H](C)[C@@H](O)[C@@H](C)[C@@H](O)[C@@H](C)[C@@H](OC(C)=O)[C@@H]1C`?
IkB sig inh: -1.4%[25.6 µM]; p53ts 32C tox: -1.0%[20.6 µM]; p53ts 39C kill: 0.6%[20.6 µM]; Peg3 imprint: -5.3%[16.8 µM]

What do the screens show for `CC(=O)c1ccc(N2CCN(C(=O)Nc3cccc(F)c3)CC2)cc1`?
IkB sig inh: -0.9%; p53ts 32C tox: -7.0%; p53ts 39C kill: 16.3%; Peg3 imprint: -9.1%[10.9 µM]

What do the screens show for `CCN(CC)CCOC(=O)c1ccc(NC(=O)c2cc3c(s2)-c2ccccc2OC3)cc1`?
IkB sig inh: inconclusive; p53ts 32C tox: inconclusive; p53ts 39C kill: 15.8µM*; Peg3 imprint: -5.6%[10.9 µM]

What do the screens show for `CCN(CC)C(=O)Oc1ccc(Cl)c2ccccc12`?
p53ts 32C tox: 0.8%; p53ts 39C kill: -3.0%

Results for O=C(O)c1ccc2cccc(Cl)c2c1O ?
IkB sig inh: 2.3%; p53ts 32C tox: 14.2%; p53ts 39C kill: 8.3%; Peg3 imprint: -9.0%

Results for COc1ccc(C(=O)NCC(=O)OCC(=O)N2CCCc3ccccc32)cc1 ?
p53ts 32C tox: 4.8%; p53ts 39C kill: 6.8%

Results for CCCCn1c(SCC(=O)Nc2nnc(C(C)C)s2)nc2c1c(=O)n(C)c(=O)n2C ?
IkB sig inh: 2.0%; p53ts 32C tox: inconclusive; p53ts 39C kill: -14.9%; Peg3 imprint: 0.0%

Results for Cn1c(=O)[nH]c(=O)c2c1nc(CN1CCN(c3ccc(F)cc3)CC1)n2CCN1CCOCC1 ?
IkB sig inh: -1.1%; p53ts 32C tox: 3.3%; p53ts 39C kill: 0.6%; Peg3 imprint: -4.0%

What do the screens show for `O=C(NCc1ccc(F)cc1)C1CCN(C(=O)c2cnn(-c3ccccc3)c2-n2cccc2)CC1`?
IkB sig inh: 0.8%; p53ts 32C tox: 4.1%; p53ts 39C kill: 0.7%; Peg3 imprint: 12.3%[10.9 µM]

Results for COc1cccc(Nc2ncc3nc(-c4ccc(F)cc4)c(=O)n(C[C@H]4CCCO4)c3n2)c1 ?
IkB sig inh: 3.4%[11.4 µM]; p53ts 32C tox: -12.2%; p53ts 39C kill: -2.1%

Results for c1ccc(-c2nn3c(Cn4nnc5ccccc54)nnc3s2)cc1 ?
IkB sig inh: 5.4%; p53ts 32C tox: -4.9%; p53ts 39C kill: 9.9%; Peg3 imprint: -12.1%

What do the screens show for `Cc1ccc(-c2ccc(=O)n(CC(=O)Nc3ccc(F)c(Cl)c3)n2)cc1C`?
IkB sig inh: 1.6%; p53ts 32C tox: 7.0%; p53ts 39C kill: 18.9%; Peg3 imprint: 19.3%[10.9 µM]

Results for N#Cc1c(NC(=O)CSc2ncnc3c2cnn3-c2ccccc2Cl)sc2c1CCCC2 ?
IkB sig inh: 1.0%; p53ts 32C tox: 6.3%; p53ts 39C kill: -9.0%; Peg3 imprint: -8.6%

How did CCCCN(C(=N)N1CCCCC1)c1nc(C)c([N+](=O)[O-])c(=O)[nH]1 do in these assays?
p53ts 32C tox: -18.2%; p53ts 39C kill: -14.1%

What do the screens show for `Cc1cc(OC(=O)c2ccc(S(=O)(=O)N(C)C)cc2)cc(=O)o1`?
IkB sig inh: -0.3%; p53ts 32C tox: 7.5%; p53ts 39C kill: -0.3%; Peg3 imprint: -7.5%

How did Cn1nnnc1SCC(=O)Nc1cc(C(C)(C)C)nn1-c1ccccc1 do in these assays?
IkB sig inh: 1.2%; p53ts 32C tox: 0.2%; p53ts 39C kill: 9.0%; Peg3 imprint: -15.2%

How did Cc1ccc(NS(=O)(=O)c2cc(-c3cnc(C4CC4)o3)ccc2C)cc1Cl do in these assays?
IkB sig inh: 4.0%; p53ts 32C tox: 13.7%; p53ts 39C kill: inconclusive; Peg3 imprint: -7.0%[10.9 µM]

What do the screens show for `COCCn1c(C)cc(O)c(C(c2ccccc2)N2CCN(C)CC2)c1=O` (stereo unspecified)?
IkB sig inh: 0.9%; p53ts 32C tox: 6.1%; p53ts 39C kill: -1.4%; Peg3 imprint: -3.4%[10.9 µM]

What do the screens show for `COc1ccc2c(=O)cc(-c3ccccc3)n(C)c2c1`?
p53ts 32C tox: -3.2%; p53ts 39C kill: 5.1%

Results for CCc1ccc(NC(=O)c2ccc3c(c2)nnn3CC)cc1 ?
IkB sig inh: -2.1%; p53ts 32C tox: -6.1%; p53ts 39C kill: -0.9%; Peg3 imprint: -8.8%[10.9 µM]

How did Cc1cccc(NS(=O)(=O)c2ccc3oc(=O)c4ncn(C)c4c3c2)c1C do in these assays?
IkB sig inh: 5.0%; p53ts 32C tox: 3.7%; p53ts 39C kill: -3.1%; Peg3 imprint: 5.6%[10.9 µM]

How did Cc1cc(NC(=O)C2CCN(S(=O)(=O)c3ccc(Br)s3)CC2)ccc1Br do in these assays?
IkB sig inh: inconclusive; p53ts 32C tox: 9.2%; p53ts 39C kill: -20.3%; Peg3 imprint: -18.8%[10.9 µM]

Results for Cc1ccccc1-c1noc(-c2ccc(NCC3CCCO3)c([N+](=O)[O-])c2)n1 (stereo unspecified) ?
IkB sig inh: 0.2%; p53ts 32C tox: -2.4%; p53ts 39C kill: -7.7%; Peg3 imprint: -9.7%[10.9 µM]

How did O=C(COC(=O)Cc1ccsc1)NC(c1ccccc1)c1ccccc1 do in these assays?
p53ts 32C tox: -24.3%; p53ts 39C kill: -2.2%

What do the screens show for `O=C(c1ccc2c(c1)OCO2)N1CCCc2ccccc21`?
IkB sig inh: 0.7%; p53ts 32C tox: 1.5%; p53ts 39C kill: -16.8%; Peg3 imprint: -19.9%

How did CCOC(=O)CSc1nnc(Cn2c(=O)sc3ccccc32)n1C do in these assays?
IkB sig inh: -0.4%; p53ts 32C tox: 2.9%; p53ts 39C kill: -7.1%; Peg3 imprint: -9.4%

How did COc1ccc(OC)c(NC(=O)CSc2nnc(-c3ccco3)n2-c2ccccc2)c1 do in these assays?
IkB sig inh: 2.1%; p53ts 32C tox: -0.6%; p53ts 39C kill: -7.7%; Peg3 imprint: -11.8%

What do the screens show for `O=C(c1cnn2c(C(F)(F)F)cc(-c3ccco3)nc12)N1CCc2ccccc2C1`?
IkB sig inh: -1.5%; p53ts 32C tox: -0.5%; p53ts 39C kill: -8.7%; Peg3 imprint: -12.3%

What do the screens show for `CCC(=O)N1CCc2cc(S(=O)(=O)CCC(=O)N3CCN(c4ccc(C(C)=O)cc4)CC3)ccc21`?
IkB sig inh: -1.2%; p53ts 32C tox: -4.5%; p53ts 39C kill: 16.5%; Peg3 imprint: -8.7%[10.9 µM]

What do the screens show for `O=C(CNC(=O)c1cnccn1)Nc1ccc(F)c(F)c1F`?
IkB sig inh: 2.6%; p53ts 32C tox: 4.6%; p53ts 39C kill: 0.8%; Peg3 imprint: 9.5%

Results for Cc1cc(=S)n(-c2ccccc2)n1C ?
IkB sig inh: 1.0%; p53ts 32C tox: -4.2%; p53ts 39C kill: 14.8%; Peg3 imprint: 4.3%

What do the screens show for `Cc1ccc(-c2csc3ncn(/N=C/N(C)C)c(=O)c23)o1`?
IkB sig inh: 0.3%; p53ts 32C tox: 6.5%; p53ts 39C kill: 6.7%; Peg3 imprint: 4.5%

What do the screens show for `Cc1ccc(S(=O)(=O)N2CCN(C(=O)CCC(=O)NC3CCCc4ccccc43)CC2)cc1` (stereo unspecified)?
IkB sig inh: inconclusive; p53ts 32C tox: 15.5%; p53ts 39C kill: 5.8%; Peg3 imprint: -5.5%

How did COC(=O)C/C=C\[C@@H](C)[C@@H](/C=N\O[C@@H](C)CN1CCCc2nc(C)c(C)cc21)OC do in these assays?
p53ts 32C tox: 1.9%[9.22 µM]; p53ts 39C kill: -4.8%[9.22 µM]

How did C=CCn1c(N2C(=O)CC(Cc3ccccc3)C2=O)nc2ccccc21 (stereo unspecified) do in these assays?
IkB sig inh: -1.1%; p53ts 32C tox: -6.9%; p53ts 39C kill: 4.2%; Peg3 imprint: -12.2%

Results for Cc1cccc(CNC(=O)c2cccc(NC(=O)N3CCSc4ncccc43)c2)c1 ?
IkB sig inh: inconclusive; p53ts 32C tox: -4.5%; p53ts 39C kill: -17.7%; Peg3 imprint: 5.7%[10.9 µM]

How did CCOC(=O)CSc1nnc(CNC(=O)c2cccc(C)c2)n1-c1ccccc1OC do in these assays?
IkB sig inh: inconclusive; p53ts 32C tox: 8.8%; p53ts 39C kill: -9.4%; Peg3 imprint: -6.9%

Results for O=C1C(O)=C(O)C(=O)C(O)=C1O ?
IkB sig inh: 0.9%[25.6 µM]; p53ts 32C tox: 7.9%; p53ts 39C kill: -10.8%; Peg3 imprint: -12.4%
